KCNQ1 pot – potentiators or activators of KCNQ1 channel, primary screen, cell-based, thallium flux, high-throughput. B-score at 10 µM. AID 2648, 2010. Potassium voltage-gated channel subfamily KQT member 1 (Homo sapiens), P51787. CHO-K1 KCNQ1, thallium flux FluxOR fluorescence; active compounds read high. actives 0.35% (n = 310,000);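 active means fluorescence ratio B-score, a plate-corrected score, at least three library SD, with initial intensity B-score within 5 SD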
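Assay system: CHO-K1 cells stably expressing KCNQ1; Medium: assay buffer with matched DMSO; Also added: K+/Tl+ depolarizing stimulus; Dosing: single dose; Timing: dye 90 min, compound 20 min, room temperature; Measured by: kinetic FluxOR thallium fluorescence, 10-s 1-Hz baseline, 110-s post-stimulus read; Read-out: peak-minus-minimum fluorescence over initial fluorescence, negative-control normalized, B-scored.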
KCNK9 block – KCNK9 potassium channel inhibitors, primary screen, HEK293 cells, thallium flux. actives 1.2% (n = 310,000). Potassium channel subfamily K member 9 (Homo sapiens), Q9NPC2. FluxOR thallium flux fluorescence; active compounds read low. AID 488922, 2010. B-score at 10 µM;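 active means ratio B-score over 3 SD below the library mean, with starting fluorescence within 5 SD of its mean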;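 further: negative B-score means less thallium flux so channel inhibition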
TRPC4 potent – positive allosteric modulators of TRPC4, primary screen, cell-based, mouse TRPC4beta, HEK293 mu-opioid, Fluo-4 calcium; AID 2227, 2009; actives 0.42% (n = 310,000); B-score at 10 µM; DAMGO EC20, Fluo-4 Ca2+ flux; active compounds read high;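 active means B-score of calcium response area above 5 SD of library B-scores, with initial fluorescence ratio within 5 SD of library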;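 further: B-score of integrated fluorescence ratio over time as area under calcium response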
TMEM16A act – TMEM16A chloride channel activators or potentiators, primary screen, cell-based, HTS | Anoctamin-1 (Mus musculus), Q8BHY3 | HEK293 TMEM16A/YFP-H148Q/I152L, iodide quench fluorescence; active compounds read low | B-score at 10 µM | actives 0.3% (n = 340,000);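 active means fluorescence-ratio B-score plate-corrected deviation score at least 3 library SD below zero, with starting fluorescence score within 5 deviations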;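 further: channel opened by trigger with iodide after compound preincubation; score built on the fluorescence ratio of max minus min over baseline; more negative score means more quench and so TMEM16A activation or potentiation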
Target sequence (Q8BHY3 whole entry, looked up): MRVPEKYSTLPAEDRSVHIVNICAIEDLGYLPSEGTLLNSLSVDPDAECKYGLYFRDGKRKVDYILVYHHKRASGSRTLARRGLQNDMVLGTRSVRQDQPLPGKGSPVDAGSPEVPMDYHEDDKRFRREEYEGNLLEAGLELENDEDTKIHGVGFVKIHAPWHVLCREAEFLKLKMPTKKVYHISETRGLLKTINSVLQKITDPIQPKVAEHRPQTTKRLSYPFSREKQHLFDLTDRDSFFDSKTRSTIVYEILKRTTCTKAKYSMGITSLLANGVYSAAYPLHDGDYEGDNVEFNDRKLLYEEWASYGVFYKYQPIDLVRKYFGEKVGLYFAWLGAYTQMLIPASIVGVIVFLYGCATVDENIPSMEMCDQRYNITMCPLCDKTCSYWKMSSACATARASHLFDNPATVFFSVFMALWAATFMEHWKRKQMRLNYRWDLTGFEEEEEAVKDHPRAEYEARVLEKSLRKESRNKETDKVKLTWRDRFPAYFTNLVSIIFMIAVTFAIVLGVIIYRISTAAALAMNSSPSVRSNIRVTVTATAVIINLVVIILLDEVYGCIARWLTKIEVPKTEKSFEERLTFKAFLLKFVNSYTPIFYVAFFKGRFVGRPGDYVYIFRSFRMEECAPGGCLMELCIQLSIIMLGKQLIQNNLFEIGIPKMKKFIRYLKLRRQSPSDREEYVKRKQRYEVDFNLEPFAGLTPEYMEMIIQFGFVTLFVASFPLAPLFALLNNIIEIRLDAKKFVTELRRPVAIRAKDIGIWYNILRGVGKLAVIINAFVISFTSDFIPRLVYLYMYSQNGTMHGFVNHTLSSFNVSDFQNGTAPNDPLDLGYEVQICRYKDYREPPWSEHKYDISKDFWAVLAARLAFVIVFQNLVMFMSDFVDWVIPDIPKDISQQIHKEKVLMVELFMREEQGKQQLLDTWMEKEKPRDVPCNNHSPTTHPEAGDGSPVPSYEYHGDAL
KCNK3 block – human KCNK3 channel inhibitors, primary screen, CHO cells, FluxOR thallium flux, B-score; B-score at 10 µM; FluxOR fluorescence; active compounds read low; Potassium channel subfamily K member 3 (Homo sapiens), O14649; actives 0.84% (n = 340,000); AID 602410, 2012;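 active means B-score under library mean minus 4 SD, starting fluorescence ratio at most library mean plus 5 SD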;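 further: more negative B-score means stronger inhibition of thallium flux through KCNK3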
hERG rescue – hERG rescue from dofetilide block, primary screen, cell-based, CHO-hERG, FluxOR thallium flux, dofetilide IC70; activation (rescue from dofetilide block), less the hit threshold, % at 10 µM; dofetilide IC70 present; actives 0.51% (n = 310,000); Voltage-gated inwardly rectifying potassium channel KCNH2 (Homo sapiens), Q12809;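 active means activation above the mean of controls blocked by dofetilide plus 5 SD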;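 further: thallium influx through hERG after potassium depolarization seen as dye fluorescence rise; in these data hits start at about 4.7%; inactives centre near -7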
DYRK1A inh – rat Dyrk1A kinase inhibitors, primary screen, biochemical, single point, plate reader; Dual specificity tyrosine-phosphorylation-regulated kinase 1A (Rattus norvegicus), Q63470; ADP-Glo luminescence, NFATc1 peptide; inhibition, % at 12.5 µM; AID 504441, 2011; actives 0.43% (n = 310,000); in the data active means inhibition above about 50%;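 further: plate controls were vehicle with enzyme for no effect and no enzyme for full effect; many of its hits are not listed in these tables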
KCNQ1 inh – inhibitors of human KCNQ1 channel, primary screen, cell-based, thallium flux, high-throughput; CHO-K1 KCNQ1, FluxOR thallium flux fluorescence; active compounds read high; actives 1.3% (n = 310,000); B-score at 10 µM; Potassium voltage-gated channel subfamily KQT member 1 (Homo sapiens), P51787; AID 2642, 2010;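 active means compounds whose thallium flux B-score, printed positive for inhibition, exceeds three library SD while starting fluorescence stays within three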;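 further: channel opened by potassium depolarization with thallium stimulus after 20 min compound exposure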
ANO1 block – TMEM16A chloride channel inhibitors, primary screen, cell-based, HTS | HEK293 TMEM16A/YFP iodide influx fluorescence, ionomycin | normalized B-score (activity score, 25-100; higher = stronger inhibition) at 10 µM | actives 1.2% (n = 310,000);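 active means ratio plate-corrected score three or more library SD toward inhibition, starting fluorescence score within five deviations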;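 further: score derived from kinetic fluorescence span divided by baseline fluorescence per well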
HDAC3 inhib – HDAC3 deacetylase inhibitors, primary screen, biochemical, fluorescence, cell-free homogeneous; recombinant HDAC3, fluorogenic peptide/trypsin coupled; actives 0.15% (n = 320,000); inhibition, % at 8.3 µM; AID 2718, 2010; Histone deacetylase 3 (Homo sapiens), O15379; in the data active means inhibition above about 26%, passing the limit was not always enough
TRPC4 agonist – activators of mouse TRPC4 channel, primary screen, Fluo4 calcium, HEK293 TRPC4beta/mu-opioid cells; Short transient receptor potential channel 4 (Mus musculus), Q9QUQ5; Fluo4 calcium fluorescence; active compounds read high; B-score at 10 µM; actives 0.49% (n = 310,000); AID 2237, 2010;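 active means B-score above 5 SD of library B-scores, and initial fluorescence ratio not above library mean plus 5 SD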;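 further: positive B-score marks a calcium rise read as TRPC4 activation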
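Assay system: HEK293 cells stably co-expressing mouse TRPC4beta and mu-opioid receptor / Timing: Fluo4 dye loading 45 min at room temperature, 110 s recording / Signal: Fluo4 calcium-sensitive dye fluorescence, kinetic, 1 Hz baseline / Read-out: integrated baseline-normalised fluorescence ratio, converted to per-well B score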
* = called active by the depositor; i = inactive; nt = not tested or not shown.

canonical_smiles	KCNQ1 pot	KCNK9 block	TRPC4 potent	TMEM16A act	KCNK3 block	hERG rescue	DYRK1A inh	KCNQ1 inh	ANO1 block	HDAC3 inhib	TRPC4 agonist
CC(=O)N1CCN(S(=O)(=O)c2ccccc2)C1c1ccccc1 (centres undefined)	i	i	i	i	i	-9	0	i	i	3	i
COCCCNC(=O)c1ccccc1N(Cc1ccccc1)S(=O)(=O)c1ccccc1	i	i	i	i	i	-10	-2	i	i	-3	i
Cc1ccc2[nH]c3c(c2c1)CCN1C(=O)OC(C)(C)C31C (centres undefined)	i	i	i	i	i	-6	2	i	i	-6	i
COc1ccc(NC(=O)COC(=O)CCNS(=O)(=O)c2ccc(Cl)cc2)cc1	i	i	i	i	i	-7	-8	i	i	1	i
COc1ccc(CCNC(=O)CS(=O)(=O)c2cn(CC(=O)N3CCCC3)c3ccccc23)cc1OC	i	i	i	i	i	-12	nt	i	i	1	i
O=C(c1cccc(S(=O)(=O)Nc2ccc(Br)cc2)c1)N1CCC1	i	i	i	i	i	-12	-2	i	i	-1	i
S=C1NCCC12C(=S)Nc1ccccc12 (centres undefined)	i	i	i	i	i	-7	3	i	i	5	i
CCn1c(C)c(C(C)=O)c(N2CCN(C(c3ccccc3)c3ccccc3)CC2)nc1=S	i	-9.1*	i	i	i	-18	-1	i	i	-5	i
COc1ccc(C(=S)N2CCN(S(=O)(=O)c3ccccc3)CC2)cc1	i	i	i	i	i	-2	-4	i	i	-8	i
Cc1cccc(N2C(=O)c3cccc4c(N(C)CCO)ccc(c34)C2=O)c1	i	i	i	i	i	-17	-4	7*	i	-3	i
CCc1[nH]nc(C(=O)N2CCCC(CO)(Cc3ccc(F)cc3F)C2)c1C (centres undefined)	i	i	i	i	i	-5	2	i	i	-2	i
Cc1ccccc1-c1ccc(C(=O)NCc2ccccc2)o1	i	i	i	i	i	-8	23	i	i	-1	i
O=C(O)c1cc(N=Cc2c(O)c3ccccc3oc2=O)ccc1O	i	i	i	i	i	-3	82*	i	i	10	i
Cc1cccc(NS(=O)(=O)c2ccc3c(c2)OCCO3)c1	i	i	i	i	i	-6	1	i	i	2	i
Cc1cccc(-c2nc(CS(=O)CC(=O)NCC3CCCO3)c(C)o2)c1 (centres undefined)	i	i	i	i	i	-10	-1	i	i	1	i
C(=N\n1cnnc1)/c1ccc2c(c1)OCCO2	i	i	i	i	i	-13	11	i	i	-3	i
C=CCn1c2ccccc2c2nnc(SCC(N)=O)nc21	i	i	i	i	i	-7	-5	i	i	3	i
Cc1ccc(C(=O)c2c3ccccc3[n+]([O-])n2[C@@H](C)C(N)=O)cc1	i	i	i	i	i	-8	8	i	i	4	i
O=C(O)c1cc(Sc2ccc(Br)cc2)nc2ccccc12	i	i	i	i	i	-2	-3	i	nt	nt	i
COC(=O)c1cc(S(=O)(=O)NC2CCCCC2)cn1C	i	i	i	i	i	2	-3	i	i	2	i
CS(=O)(=O)c1ccc(Cl)c(NC(=O)c2cccc(N3C(=O)CCC3=O)c2)c1	i	i	i	i	i	-14	0	i	i	-4	i
CC(=O)c1cccc(NC(=O)CCS(=O)(=O)c2cccc3nonc23)c1	nt	nt	nt	i	i	nt	8	nt	i	-18	nt
COc1ccc(/C=C2\CCCCC2=O)cc1	i	i	i	i	i	-8	-8	i	i	10	i
OCCOCCNc1ncnc2nc[nH]c12	i	i	i	i	i	-2	1	i	i	-7	i
CN(Cc1ccncc1)C1CC(=O)N(c2ccc(Cl)cc2)C1=O (centres undefined)	i	i	i	i	i	-5	6	i	i	-1	i
COc1ccccc1-c1csc(Cc2nnc3n2CCCCC3)n1	i	i	i	i	i	-8	3	i	i	-8	i
O=C(Cc1ccc(S(=O)(=O)N2CCCCC2)s1)Nc1cccc2ccccc12	i	i	i	i	i	-4	0	i	i	1	i
NC(=O)c1ccccc1NC(=O)/C=C/C(=O)O	i	i	i	i	i	15*	6	i	i	-8	i
C/C(=N\NC(=O)Cc1ccccc1)c1cccnc1	i	i	i	i	i	-8	5	i	i	-2	i
O=C1c2[nH]nc(-c3ccccc3O)c2C(c2ccc(F)cc2)N1CC1CCCO1 (centres undefined)	i	i	i	i	i	-5	1	i	i	0	i
C=CCNC(=S)N1CCN(c2cccc(C(F)(F)F)c2)CC1	i	i	i	i	i	-10	1	i	i	5	i
OCCCNCc1cccc2ccccc12	i	i	i	i	i	-5	-3	i	i	0	i
Cc1cccc2c(=O)c(C(=O)NCc3cccs3)c[nH]c12	i	i	i	i	i	-10	0	i	i	-1	i
COCCNC(=O)C(c1ccc(F)cc1)N(Cc1ccccc1)C(=O)CCC(=O)Nc1ccccn1 (centres undefined)	i	i	i	i	i	-11	0	i	i	6	i
O=C(Nc1c(Cl)cccc1Cl)c1cc(=O)n(Cc2ccccc2)c(=O)[nH]1	i	i	i	i	i	-7	0	i	i	3	i
O=C(c1ccc(C(=O)N2CCCc3ccccc32)s1)N1CCCc2ccccc21	i	i	i	i	i	-13	0	i	i	-2	i
O=C(CCn1c(=O)c2ccccc2n(CC(=O)NC2CCCC2)c1=O)NCCc1ccc(Cl)cc1	i	i	i	i	i	-10	4	i	i	-4	i
COc1ccc(CN(C(=O)c2cc(=O)c3cc(C)cc(C)c3o2)C2CCS(=O)(=O)C2)cc1 (centres undefined)	i	i	i	i	i	-1	-13	i	i	1	i
O=C(Nc1cccc(S(=O)(=O)N2CCCCCC2)c1)C1CCN(C(=O)c2ccc(Cl)cc2)CC1	i	i	i	i	i	-10	7	i	i	-6	i
O=C(c1ccc2c(c1)OCCCO2)N1CCCCC1	i	i	i	i	i	2	59*	i	i	-2	i
CCCCc1ccc(S(=O)(=O)Nc2cc(C)on2)cc1	i	i	i	i	i	-5	nt	i	i	-2	i
CC(C)Cc1nc2sc3c(SCC(N)=O)ncnc3c2c2c1CCC2	i	i	i	i	i	-7	-7	i	i	2	i
CNC(=O)c1sc(-c2ccc(Cl)cc2)nc1C	i	i	i	i	i	-8	2	i	i	-1	i
NNC(=O)c1[nH]c2ccc(Cl)cc2c1-c1ccccc1	i	i	i	i	i	-11	14	i	i	8	i
CC(=O)N1CCOc2ccc(S(=O)(=O)N3CCC(C(=O)NCc4ccc(C)cc4)CC3)cc21	i	i	i	i	i	-8	3	i	i	-19	i
CC(=O)N(CC(C)C(=O)O)c1c(I)cc(I)c(N)c1I (centres undefined)	nt	nt	nt	i	i	nt	2	nt	i	-2	nt
O=C(O)CCC(=O)Nc1ccc(SSc2ccc(NC(=O)CCC(=O)O)cc2)cc1	i	i	i	i	i	-3	3	i	i	1	i
Cc1cccc(C)c1OCCN1CCCC1	i	i	i	i	i	-9	-1	i	i	-9	i
OCC1(Cc2ccccc2)CCN(C2CCN(c3ccc(F)c(F)c3)CC2)CC1	i	i	i	i	i	-17	1	i	i	-3	i
CCCC(=O)NCCc1nc2ccccc2n1CC(=O)c1ccccc1	i	i	i	i	i	-2	1	i	i	3	i

Other records follow:
canonical_smiles	KCNQ1 pot	KCNK9 block	TRPC4 potent	TMEM16A act	KCNK3 block	hERG rescue	DYRK1A inh	KCNQ1 inh	ANO1 block	HDAC3 inhib	TRPC4 agonist
Cc1ccc2n(n1)c(=O)c(Cc1ccccc1)c([O-])[n+]2-c1ccccc1	i	i	i	i	i	-1	-7	i	i	0	i
CCOc1ccc(N(CC(=O)Nc2ccc(C)c(C)c2)S(=O)(=O)c2c(C)[nH]c(=O)[nH]c2=O)cc1	i	i	i	i	i	-14	-1	i	i	10	i
COc1ccc(/C=C/CN2CCC(CO)(Cc3ccccc3Cl)CC2)cc1	i	i	i	i	i	-17	3	i	i	-5	i
O=C1c2ccccc2S(=O)(=O)N1Cc1cc(=O)n2ccsc2n1	i	i	i	i	i	-3	-5	i	i	5	i
CN(C)Cc1c(C(=O)N/N=C/c2ccco2)nnn1-c1nonc1N	i	i	i	i	i	-1	-9	i	i	-3	i
CCC(=O)N1CCN(c2ccc(NC(=O)COc3ccccc3[N+](=O)[O-])cc2)CC1	i	i	i	i	i	-17	-3	i	i	-3	i
O=S(=O)(c1ccc(OC(F)(F)F)cc1)N1CCCC(c2ccccc2)C1 (centres undefined)	i	-11*	i	i	i	-3	0	i	i	8	i
O=C1CC(/C=C/c2ccccc2)(C(=O)NC2CCCC2)N1c1ccc(S(=O)(=O)N2CCCC2)cc1 (centres undefined)	i	i	i	i	i	-9	-6	i	i	-1	i
CC(C)CC(=O)N1CCN(c2ccc([N+](=O)[O-])cc2Cl)CC1	i	i	i	i	i	-5	6	i	i	5	i
COc1ccc(-c2ccc3nnc(SCC(=O)NCC4CCCO4)n3n2)cc1 (centres undefined)	i	i	i	i	i	-14	2	i	i	-5	i
Cc1ccc(CNC(=O)c2cccnc2Cl)cc1	i	i	i	i	i	-3	1	i	i	3	i
O=C(O)/C=C\C(=O)Nc1cccc(NC(=O)c2ccccc2)c1	i	i	i	i	i	4	-2	i	i	3	i
Cc1ccc(NS(=O)(=O)c2cccc([N+](=O)[O-])c2)nc1	i	i	i	i	i	-8	-2	i	i	-10	i
O=C(NCc1ccco1)c1ccc(N2CCCCC2)c([N+](=O)[O-])c1	i	i	i	i	i	-7	-1	i	i	1	i
COc1ccc(Br)cc1-c1noc(-c2ccccc2F)n1	i	i	i	i	i	-10	-10	i	i	-2	i
CC(C)c1nc2sc3c(NCc4ccccc4)ncnc3c2c2c1COC(C)(C)C2	i	i	i	i	i	-3	10	i	i	-2	i

Screening data: PubChem BioAssay, several laboratories

A portion of the library, so the mix of outcomes need not match the whole.
